Imprint erasure: inducers of genomic imprint erasure in mouse ES cells; AID 1948; 0.02% of 110,000 active; mouse ES Peg3-LacZ reporter, beta-gal luminescence, 40 h; Potency, µM (highest dose often 60.7 µM), inactives show top-dose activity change, positive = activation, most hits filed as activators;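 note: 0% = negative control wells on the plate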
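Readout: BetaGlo luminescence (5 min, room temp) for LacZ from the normally silent maternal Peg3 allele in female Peg3LacZ-Neo ES cells. Cells 300/well, 40 h, 37C, 5% CO2. Data normalized per plate to negative controls.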
p53ts 32C kill: p53ts cell cytotoxicity, permissive temperature; H1299-p53A138V at 32C, ATP luminescence viability, 24 h; Potency, µM (top dose mostly 46.1 µM), for inactives: at the highest dose activity change, negative = cytotoxicity, actives largely listed as cytotoxic; 0.93% of 130,000 active; AID 924;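 note: 0% = DMSO and -100% = full killing by reference compound; nearly all actives have a fitted effect of over 55% in size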
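ATP-content luminescence (ATPlite) read-out after 24 h compound exposure at 32C in H1299-p53A138V cells (600/well). Tested up to 46 uM. Normalized to DMSO (0%) and 100 uM tamoxifen (100% killing); Hill-fit AC50.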
IkB signaling: suppresses IkB signaling in ABC-DLBCL reporter cells. Potency, µM (series often up to 57.1 µM), for the others: top-dose IkBa stabilization activation. AID 445. ABC-DLBCL IkBa-CBG/CBR dual luciferase ratio, 4 h; response scale: scaled: untreated 0%, proteasome inhibitor 100%. 0.04% of 110,000 active; active = well fitted curve in the direction sought with a large enough effect in the signal ratio, not every such curve was filed as active; inconclusive = small, poorly fitted or top-dose-only effect, or a change in a side signal; the % refers to the signal ratio;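 note: the direction sought is a rising ratio; 0% = basal untreated cells and 100% = reference inhibitor full response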
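Curves were fitted separately to fusion (green), unfused (red) and ratio luminescence, then classed by r2, magnitude and activity. Cells: OCI-Ly3, 4 h compound plus doxycycline at 37C; 10 uM MG-132 defined full response.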
p53ts 39C kill: cytotoxicity in p53ts cells at nonpermissive temperature | AID 902 | 1.5% of 130,000 active | Potency, µM (series often up to 46.1 µM), without a hit: top-dose activity change, negative = cell killing, hits mostly cytotoxic | H1299-p53A138V viability at 39C, ATP luminescence, 24 h; note: nearly all actives have a fitted effect of over 55% in size
Active calls of the source: *; ? = inconclusive; / = no result given; [ ] = remark or other dose. Unless noted, calls come from the whole dose curve; as a rule, active = well fitted curve in the direction sought with a large enough effect; inconclusive = small, poorly fitted or top-dose-only effect, or another doubt; inactive = no such curve, though single readings can be large; an effect the other way counts as inactive or inconclusive. Unless noted, % is set by controls: 0 for no effect and ±100 for the full control effect; potency is the fitted concentration of half-maximal effect.

structure | Imprint erasure | p53ts 32C kill | IkB signaling | p53ts 39C kill
C=CCNC(=O)C(C(=O)OCC)C1CCCCC1 (stereo not drawn) | / | -1% | / | -11%
COc1ccc(S(=O)(=O)NCc2ccc3c(c2)CCN3C(=O)c2ccc(C)cc2)cc1Cl | -15%[10.9 µM] | 29% | 0.9% | ?
Cc1nc2[nH]c(=O)c3c(n2n1)NC1=C(C(=O)CC(C)(C)C1)C3c1ccccc1 (stereo not drawn) | -3% | -3% | -0.7% | -7%
CCOC(=O)CC(=O)CSc1nnc2c(n1)[nH]c1ccccc12 | -28% | -14% | ? | -11%
Cc1cccc(NC(=O)CSc2nc3ccccc3nc2N2CCC(C)CC2)c1 | -9%[10.9 µM] | ? | ? | -13%
Cc1nc(CNS(=O)(=O)c2cc(F)ccc2F)cs1 | -11% | -25% | -1.9% | 4%
CC(=O)OC[C@H]1O[C@@H](O/N=C(\C)CCN2CCCc3nc(C)c(C)cc32)[C@H](OC(C)=O)[C@@H](OC(C)=O)[C@H]1OC(C)=O | / | 0%[9.22 µM] | / | 6%[9.22 µM]
COc1ccc(CN(Cc2ccco2)c2cnc(S(C)(=O)=O)nc2C(=O)Nc2ccc(C)cc2C)cc1 | -9%[10.9 µM] | 6% | -0.2% | -9%
CC(=O)c1ccc(NC(=O)C2CCC(CNS(=O)(=O)c3ccc(Br)s3)CC2)cc1 (stereo not drawn) | 10%[10.9 µM] | -9% | 5.2% | 6%
CCc1ccc(NC(=O)CSc2nc3cc(C(=O)OC)ccc3c(=O)n2Cc2ccco2)cc1 | -2% | 1% | -1.1% | 13%
COc1ccc2[nH]cc(C(=O)CN3CCN(C/C=C/c4ccccc4)CC3)c2c1 | -19% | -3% | ? | -1%
COCCn1c(C)cc(C(=O)CSc2nnc(C)s2)c1C | -91%[inhibitor] | 13µM* | 0.8% | 13µM*
O=C(CCS(=O)(=O)c1cc(Br)cc2c1N(C(=O)C1CC1)CC2)NCc1ccc(Cl)cc1 | -8%[10.9 µM] | 1% | ? | -1%
O=C(NCCCN1CCCCC1)c1ccc2c(c1)NC(=O)C(N1CCCCC1)S2 (stereo not drawn) | -8% | 3% | 2.0% | -1%
COc1ccccc1NC(=O)c1oc2ccccc2c1NC(=O)Cc1ccccc1 | -6%[10.9 µM] | -19% | ? | -22%
CCCCn1c(=N)c(S(=O)(=O)c2ccc(C)cc2)cc2c(=O)n3cc(C)ccc3nc21 | -1%[10.9 µM] | 7% | -1.2% | -4%
Cc1ccc(C)c(N2CCN(CCCNC(=O)c3nnc(Cc4ccc(F)cc4Cl)o3)CC2)c1 | -14%[10.9 µM] | -9% | ? | ?
CCOc1cc(C(=O)Nc2ccc3c(c2)n(C)c(=O)c(=O)n3C)cc(OCC)c1OCC | -3%[10.9 µM] | -2% | -2.4% | -2%
COc1ccc(S(=O)(=O)c2c(O)c3ccc(C(=O)NCc4ccccc4)cc3[nH]c2=O)cc1 | -8%[10.9 µM] | 0% | 0.5% | 11%
O=c1[nH]cnc2c1C1(CCCC1)Cc1ccccc1-2 | -7% | 17% | -1.4% | 19%
CCN1CCN(C(c2cc(OC)c(OC)c(OC)c2)c2nnnn2C(C)C)CC1 (stereo not drawn) | 1% | 5% | -0.3% | 3%
COC1(OC)N=C(N)C2(C#N)C(c3ccc(C)cc3)C12C#N (stereo not drawn) | -9% | 10% | 2.7% | -2%
CS(=O)(=O)N1CCN(c2ccc(NC(=O)C(c3ccccc3)c3ccccc3)cc2)CC1 | / | 2% | / | -2%
CC(C)CNC(=O)c1cc(-c2ccco2)on1 | -20% | -29% | ? | -12%
Cc1cc(C)cc(NS(=O)(=O)c2ccc3[nH]c(=O)[nH]c3c2)c1 | 7% | 7% | 2.3% | -1%
COc1ccc(OC)c(S(=O)(=O)Nc2cccc(-c3ccc(N4CCCCCC4)nn3)c2)c1 | -10%[10.9 µM] | 55%[activator] | 1.4% | -22%
Cc1c(NC(=O)c2cc(-c3ccc(O)cc3)on2)c(=O)n(-c2ccccc2)n1C | -12%[10.9 µM] | 6% | ? | 2%
O=S(=O)(NCCC1=CCCCC1)c1cccc(S(=O)(=O)N2CCOCC2)c1 | -14% | 9% | 3.9% | 6%
COc1ccc(CNC(=O)C2CSCCS2)cc1 (stereo not drawn) | -12% | -15% | -1.6% | -1%
O=C(CSc1nnc(-c2ccc(Cl)cc2)c(-c2ccc(Cl)cc2)n1)NC1CCCC1 | -18%[10.9 µM] | 7% | ? | -12%
Cc1c(-c2cccc(NC(=O)Nc3ccccc3)c2)nc2ncccn12 | -7%[10.9 µM] | -3% | ? | -24%
Nc1nc(CN2CCN(Cc3ccc4c(c3)OCO4)CC2)nc(Nc2ccccc2)n1 | -14% | 11% | 3.4% | 6%
N#CN=C1CCCCCN1CC(N)=O | -5% | -1% | -0.5% | -3%
Cc1cc(NC(=O)CCCSc2nc(-c3ccco3)cc(C(F)(F)F)n2)n(-c2ccccc2)n1 | / | -6% | / | -1%
C=CCn1c(SCC(=O)N2CCN(C(=O)c3ccco3)CC2)nc2sc(CC)cc2c1=O | -25% | 11% | 0.7% | 2%
CCOC(=O)C1CCCN(C(=O)c2ccc3c(c2)N(Cc2ccccc2F)C(=O)c2ccccc2S3=O)C1 (stereo not drawn) | -3%[10.9 µM] | -6% | 0.4% | -19%
CCCn1c(Nc2ccccc2C)nc2ccccc21 | / | -1% | / | -2%
Cc1cccc(CNc2ncncc2-c2cccc(C#N)c2)c1 | -10% | -3% | 0.8%[11.4 µM] | -5%
COc1ccc(CC(=O)OCc2nnc(C3COc4ccccc4O3)o2)cc1OC (stereo not drawn) | -12% | 1% | 2.8% | 2%
CCCc1ccc(Oc2c(-c3ccc(O)c(C)c3O)n[nH]c2C)cc1 | -16% | ? | ? | ?
COc1ccccc1Nc1ncnc2scc(-c3ccc(F)cc3)c12 | -12%[10.9 µM] | 0% | -1.7% | -19%
Cc1cccc(/C=C(\C#N)c2nc3ccccc3c(=O)[nH]2)c1 | -5%[10.9 µM] | -5% | ? | 10%
CC1=C(C(=O)OC(C)C)C(c2cccnc2)C2=C(CCCC2=O)N1 (stereo not drawn) | 11% | 4% | -0.9% | 4%
COc1ccc(-n2c(=O)c(-c3cccs3)nc3cnc(Oc4ccccc4)nc32)cc1 | / | 0% | -0.5%[11.4 µM] | -4%
CC(C)Cn1cc(NC(=O)NCc2cccc(Cl)c2)c2ccccc2c1=O | -3%[10.9 µM] | -13% | ? | -18%
Cc1oc(C)c2c(=O)cc(-c3ccc4c(c3)OCO4)cc(OC(=O)c3ccccc3Br)c12 | -10%[10.9 µM] | -4% | -0.4% | -17%
COC(=O)c1cccc(NC(=O)c2ccco2)c1 | / | 2% | / | -5%
COCC(=O)N1CCC2(CCCN(Cc3ccccc3OC)C2)CC1 | / | -8% | -0.2%[11.4 µM] | 1%
O=C(CN1CCCCCC1)N1c2ccccc2Sc2ccc(C(F)(F)F)cc21 | / | 5% | / | -4%
Cc1ccccc1NC(=O)Cn1c(=O)n(CCC(=O)NCc2ccc3c(c2)OCO3)c(=O)c2sccc21 | 8%[10.9 µM] | -10% | 0.5% | -28%
CCCNC(=O)Cn1nc(-c2ccc(C)cc2)c2cnc3ccc(CC)cc3c21 | 17%[10.9 µM] | 8% | -5.1% | 7%
COc1ccc(-n2c(Cc3cccn3C)nnc2SCC(=O)Nc2nc(C)cs2)cc1 | -14% | 8% | 3.6% | 7%
COc1ccc(CC(=O)N2CC(=O)N(CCc3ccccc3)C(=O)C2)cc1 | 1% | -15% | 0.7% | -8%
CCOC(=O)c1[nH]c(C)c(C(=O)Nc2cc(OC)ccc2OC)c1C | -25% | 21% | 1.2% | -10%
Cc1ccccc1Nc1c(-c2cc(Br)ccc2F)nc2ccccn12 | -9%[10.9 µM] | 5% | 4.0% | ?
COc1ccc(S(=O)(=O)NC2(C(F)(F)F)NC(=O)N(CCc3ccc(OC)c(OC)c3)C2=O)cc1 (stereo not drawn) | 16%[10.9 µM] | -5% | 6.2% | 26%
CCN1C(=O)[C@H]2[C@H]3[C@H](O)[C@H](O)C/C(=N/OC/C=C(\C)CCC=C(C)C)[C@H]3CC[C@@H]2C1=O | / | 5%[9.22 µM] | / | 4%[9.22 µM]
CCn1cc(C(=O)NCc2ccc3c(c2)OCO3)c(=O)c2cc(S(=O)(=O)N3CCOCC3)ccc21 | -13% | 16% | 3.8% | 1%
C[N@@+]1(Cc2ccc(Cl)c(Cl)c2)CCC[C@@H]1c1ccc[n+](Cc2ccc(Cl)c(Cl)c2)c1 | 7%[10.9 µM] | 8%[9.22 µM] | -0.2%[11.4 µM] | 5%[9.22 µM]
Cn1cnc([N+](=O)[O-])c1Sc1ncnc2nc[nH]c12 | 2% | -14% | ? | ?

Compounds above that contain a cyano group, in the order listed:
structure | Imprint erasure | p53ts 32C kill | IkB signaling | p53ts 39C kill
COC1(OC)N=C(N)C2(C#N)C(c3ccc(C)cc3)C12C#N (stereo not drawn) | -9% | 10% | 2.7% | -2%
N#CN=C1CCCCCN1CC(N)=O | -5% | -1% | -0.5% | -3%
Cc1cccc(CNc2ncncc2-c2cccc(C#N)c2)c1 | -10% | -3% | 0.8%[11.4 µM] | -5%
Cc1cccc(/C=C(\C#N)c2nc3ccccc3c(=O)[nH]2)c1 | -5%[10.9 µM] | -5% | ? | 10%

Going on with the list.
structure | Imprint erasure | p53ts 32C kill | IkB signaling | p53ts 39C kill
CCOc1cc(C2NC(=O)N(C)C(C)=C2C(=O)OC)cc(Br)c1O (stereo not drawn) | -3% | 23% | 2.1% | 7%
CCCCn1c(SCC(=O)N(CC)C2CCS(=O)(=O)C2)nnc1C(CC)N(C)C (stereo not drawn) | -5% | 5% | 0.4% | 8%
Cc1ccc(Nc2nc3ccccc3[nH]2)nc1 | / | -9% | / | -10%
Cc1c(N(C)C(=O)C2CCCN2S(=O)(=O)c2ccccc2)c(=O)n(-c2ccccc2)n1C (stereo not drawn) | 23% | 6% | 2.4% | 2%
COC(=O)c1ccccc1NC(=O)CN(C)S(=O)(=O)c1cc(C)ccc1OC | 14% | 5% | -1.5% | 26%
O=C(CSc1nc(=O)[nH]c2c1CCC2)Nc1cc(C(F)(F)F)ccc1Cl | -14%[10.9 µM] | -9% | ? | -15%
CCCCOC(=O)c1ccc(Nc2nnc(-n3nc(C)cc3C)c3ccccc23)cc1 | 25%[10.9 µM] | 9% | ? | -9%
Cc1noc(C)c1COC(=O)c1ccc(S(=O)(=O)NCc2ccco2)cc1 | -18% | -10% | 2.3% | -13%
CCOC(=O)Nc1ccc2c(c1)N(C(=O)CN(CC)CC)c1ccccc1C=C2 | -11% | 2% | 0.4% | -3%
COc1ccc(CCNC(=O)CS(=O)Cc2nc(-c3cccs3)oc2C)cc1OC (stereo not drawn) | -8% | -1% | 0.3% | -4%
CCOc1ccc(-n2c(SCC)nc3c(c2=O)SCC3)cc1 | -12% | 9% | 0.9% | 14%
O=C(O)CSc1nnc(-c2cc3ccccc3o2)n1-c1ccccc1 | 7% | -8% | 9.3% | -9%
Cc1cc(Nc2ccc(N=Nc3ccc(O)c4ncccc34)cc2)nc(C)n1 | -12%[10.9 µM] | -1%[9.22 µM] | 9.7%[11.4 µM] | -6%[9.22 µM]
CC(=O)N1c2ccccc2N(Cc2ccc(C)cc2C)C(=O)C1(C)C | -24% | 14% | 4.9% | 1%
Cc1cc(=O)[nH]c(SCC(N)=O)c1C#N | -9% | 5% | 1.9% | 9%
COc1ccc(C2N=C(c3ccccc3)NC(c3ccccc3)=N2)cc1 | / | -3% | / | 19%
CN1C(=O)c2ccccc2Sc2ccc(NC(=O)NCc3ccc(Cl)cc3)cc21 | -7%[10.9 µM] | -6% | 4.9% | -12%
CC1(C)NC(=O)N(CCOCCSc2ccccc2)C1=O | 25% | 2% | -2.4% | 5%
CSc1ccccc1C(=O)NCCSC(C)(C)C | -13% | -14% | -1.9% | -4%
CCc1ccc(S(=O)(=O)NCc2ccc3c(c2)CCN3C(=O)c2ccc(C)cc2)cc1 | -6%[10.9 µM] | 0% | -0.3% | -6%
Cc1c(Cl)cccc1NC(=O)Nc1ccn(C)n1 | / | 15% | / | 20%
COC(=O)c1cc(NC(=O)c2ccc(-c3ccc(Cl)cc3Cl)o2)cc(C(=O)OC)c1 | -6%[10.9 µM] | -4% | -0.9% | 23%

Source: PubChem
